TNAP activators: stimulation of alkaline phosphatase TNAP activity – biochemical, luminescent, no phosphate acceptor, uHTS, primary screen (AID 1001) | activation fold at 20 µM; hits with a dose series show EC50 in µM | hit rate 0.03% among 200,000 | purified TNAP, luminescent activation assay, no phosphate acceptor; higher activation fold means a stronger effect; in the data active means activation fold from about 3, or a potency from the dose series; inactive means the rest, 99 in 100 with activation fold below about 1.6; further: many of its hits are not listed in these tables
RSV CPE inhibition: RSV antiviral activity via CPE protection, HEp-2 cells, primary 10 µM value included (AID 2391) | hit rate 0.13% among 310,000 | HEp-2 cells, RSV-induced CPE inhibition; higher % means a stronger effect | CPE inhibition, % at 10 µM; hits with a dose series show IC50 in µM; in the data active means a potency from the dose series; inconclusive means CPE inhibition mostly from about 23% at the one dose, without a potency; inactive means the rest, 99 in 100 with CPE inhibition below about 21%; further: strong numbers were not always called active
human PMI inhibition: MPI enzyme activity inhibition – biochemical, fluorescence intensity, coupled assay, primary screen (AID 1209) | purified PMI enzyme, coupled fluorescence intensity; higher % means a stronger effect | hit rate 0.42% among 190,000 | inhibition, % at 20 µM; hits with a dose series show IC50 in µM;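 further: plate controls were DMSO vehicle for no effect and wells lacking substrate for full effect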
P. falciparum M1AAP: P. falciparum M1AAP inhibitors, biochemical, fluorogenic H-Leu-NHMec substrate, 1536-well (AID 1445); recombinant M1AAP, H-Leu-NHMec fluorogenic kinetic assay; higher % means a stronger effect; inhibition, % at 30 µM, or IC50 in µM where a hit was titrated; hit rate 0.42% among 220,000;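 active means primary inhibition above the hit cutoff, then over 50% inhibition at one or more dose response concentrations, cut at about 23% in these data, passing the limit was not always enough; inconclusive means conflicting primary data, or primary hits not chosen for dose response; inactive means low primary inhibition, or under 50% at every dose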;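 further: plate controls were DMSO full reaction for no effect and no enzyme background for full effect; strong numbers were not always called active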
K1F lysis inhibition: protection from phage-mediated lysis, alamar blue read-out – E. coli UTI89, K1F phage, bacterial capsule biogenesis inhibitors (AID 488966). hit rate 0.02% among 340,000. E. coli UTI89 K1F phage lysis, alamar blue, 2 h; higher % means a stronger effect. inhibition, % at 100 µM; hits with a dose series show IC50 in µM;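 active means phage lysis inhibition, versus mean bacterial control, above a set limit; inconclusive means no clear call, values can overlap the other calls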;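 further: capsule biogenesis inhibitors block K1F phage lysis so surviving cells raise fluorescence; higher fluorescence means more inhibition of phage lysis; actives were called in the ten point dose series up to 300 µM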
PMI inhibition: MPI inhibition at elevated mannose 6-phosphate – biochemical, fluorescence intensity, high mannose 6-phosphate, primary screen (AID 1220); hit rate 0.66% among 190,000; one-dose inhibition, % at 20 µM; IC50 in µM for titrated hits; recombinant PMI enzyme, coupled fluorescence intensity; higher % means a stronger effect
West Nile virus CPE: West Nile virus antiviral activity, cell-based, CPE readout (AID 1621). West Nile virus-infected cells, CPE inhibition; higher % means a stronger effect. CPE inhibition, % at 10 µM, or IC50 in µM where a hit was titrated. hit rate 0.02% among 290,000; in the data active means a potency from the dose series; inconclusive means CPE inhibition mostly from about 3.7% at the one dose, without a potency; inactive means the rest, 99 in 100 with CPE inhibition below about 2.2%; further: strong numbers were not always called active
T cell modulator: T cell immune modulation candidate; 2C CD8+ T cell-vesicle binding, flow cytometry; active compounds read low; calls only at 7 µM; hit rate 0.068% among 330,000;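 active means response, share of CD8 T cells binding vesicles, and their 90th percentile fluorescence all below set limits, cut at about 80% in these data, passing the limit was not always enough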
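Read-out – percent CD8+ FL2 mean versus row control · System – murine 2C transgenic CD8+ T lymphocytes · Times – 1.5 h cell–vesicle binding at 37 °C, then 20 min icy labelling · Control set – naked vesicles low, QL9 vesicles with vehicle high · Detection – cytometric PE anti-B7-1 and Alexa647 anti-CD8 signals after 1% paraformaldehyde fixation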
M17LAP inhibition: P. falciparum M17LAP inhibitors, primary screen, biochemical, fluorogenic H-Leu-NHMec substrate, 1536-well (AID 1619); hit rate 0.38% among 220,000; inhibition, % at 30 µM, or IC50 in µM where a hit was titrated; recombinant M17LAP, H-Leu-NHMec fluorogenic kinetic assay; higher % means a stronger effect;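 active means compound inhibiting the enzyme by more than half at any dose during confirmatory dose-response retesting; inconclusive means strong single-dose inhibitors picked by rank but not retested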;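 further: plate controls were full reaction with DMSO carrier for no effect and no enzyme background for full effect; strong numbers were not always called active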
T cell modulator vesicle-bound %: further read-out of T cell modulator, marked with its call; double positive events, %; measured here: CD8+ vesicle-bound cell fraction;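 binding gate set so that unloaded-vesicle control wells show 10% double positive cells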
The depositor's hits bear a star; i = inactive; ? = inconclusive; . = no result given; [ ] = dose if it differs, or a comment. Unless noted, no stated cut-off is given here; in the data, active means inhibition above about 50%; inactive means the rest. No enrichment for hits; any-hit rate near 1.5%.

The line under a structure holds: TNAP activators | RSV CPE inhibition | human PMI inhibition | P. falciparum M1AAP | K1F lysis inhibition | PMI inhibition | West Nile virus CPE | T cell modulator | T cell modulator vesicle-bound % | M17LAP inhibition
> Cc1csc(NC(=O)CSc2nnc(NC(=O)COc3ccccc3)s2)n1
    1.1 | 2.2% | -12.1% | 0.5% | 2.3%[50 µM] | -16.4% | 0.5% | i | 41.3 | 9.6%
> O=C1CCCN1CCCNC(=S)Nc1cccc2ccccc12
    1.2 | 0.8% | 7.8% | 1.0% | -0.1% | 22.5% | 0.1% | i | 47.6 | -12.3%
> CCCCCc1cc(O)c2c(C)cc(=O)oc2c1
    1 | 5.7% | 12.2% | 5.7% | 2.1% | 6.3% | 2.8% | i | 56.7 | 16.8%
> Cc1ccccc1-n1c(-c2ccc(Cl)cc2)cnc1SCC(=O)NC1CCS(=O)(=O)C1 (stereo not drawn)
    1.1 | 0.6% | -4.5% | 11.5% | 0.2% | -7.5% | -1.6% | i | 23.1 | 18.0%
> Cc1nc(-c2ccncc2)nc(NCCNc2ccc(C(F)(F)F)cn2)c1Cl
    . | . | . | 1.9% | i | . | -0.6% | i | 28.7 | 6.4%
> Cc1ccc(S(=O)(=O)NCCc2cccs2)cc1
    . | 1.4% | . | -1.2% | -0.5% | . | -0.2% | i | 44.7 | 1.0%
> CS(=O)(=O)N1CCC(C(=O)N2CCN(c3cccc(Cl)c3)CC2)CC1
    1.1 | -1.2% | -6.2% | -17.5% | 0.6% | 1.9% | -0.9% | i | 53.0 | 2.2%
> Cc1ccc(C(=O)N/N=C\c2ccccc2[N+](=O)[O-])cn1
    1.1 | . | -13.1% | 4.3% | 0.3% | -8.9% | 0.2% | . | . | 9.4%
> C[C@@H](CN1C2=NC[C@H](Cc3ccc(O)cc3)N2C[C@H]1Cc1ccc(O)cc1)NC(=O)CCC1CCCCC1
    1.1 | -1.4% | 12.6% | 8.0% | 6.2% | 21.0% | -0.1% | i | 45.7 | -1.1%
> COC(=O)C(Cc1cnc[nH]1)NC(=O)C1CCC(=O)N1 (stereo not drawn)
    1.1 | 1.1% | 4.7% | -0.7% | 1.8% | 5.1% | 0.0% | i | 47.2 | 0.9%
> CCN(CCO)C(=O)c1ccc2nc(Cc3ccc(OC)cc3)oc2c1
    . | -0.1% | . | . | 0.7% | . | -0.6% | i | 66.2 | .
> CC(=O)Nc1ccc(S(=O)(=O)N(Cc2ccccc2)c2ccccc2)cc1
    1.1 | -0.8% | -0.7% | -0.2% | 0.7% | 0.4% | -1.3% | . | . | 4.7%
> O=C(COC(=O)c1cccnc1Cl)Nc1cccc(S(=O)(=O)N2CCCCC2)c1
    1 | 0.7% | -21.3% | 5.6% | 1.3% | -10.5% | 0.1% | i | 28.7 | -1.0%
> COc1cc(/C=C/C(=O)NC(C)CCc2ccccc2)cc(OC)c1OC (stereo not drawn)
    1.1 | 9.2% | -6.2% | -1.6% | 1.1% | -9.4% | -1.1% | i | 7.1 | -9.7%
> O=[N+]([O-])C1=CC=C2C(=NC3(CCCCC3)N2O)C1=NCCO
    0.9 | -0.2% | 81.4%* | 14.5% | -0.5% | . | . | i | 45.3 | 8.7%
> COc1ccccc1OCC(=O)N(Cc1nc(-c2ccc(Cl)cc2)no1)C(C)C
    1.1 | 3.4% | 2.7% | 4.0% | -0.9% | 2.6% | -0.4% | i | 21.8 | 1.9%
> O=[N+]([O-])c1cc(-n2cccc2)ccc1N1CCOCC1
    1 | -2.8% | 10.3% | -3.6% | 0.3% | 13.4% | -0.5% | i | 3.8 | -9.1%
> N#Cc1ccc(-c2ccc(F)cc2)nc1Oc1ccc(Cl)c(Cl)c1
    1 | 3.1% | -2.6% | -2.8% | -0.3% | -4.9% | 13.0% | i | 38.2 | 12.6%
> CCCCNS(=O)(=O)c1ccc(S(=O)(=O)n2cnc3ccccc32)cc1
    1.1 | 3.0% | -26.4% | -1.4% | 0.3% | -26.1% | -0.3% | i | 32.9 | -3.5%
> CC(C)NS(=O)(=O)c1ccc(OCC(=O)Nc2ccc3c(c2)OCCO3)cc1
    1 | 0.1% | 1.9% | 1.4% | 0.7% | -2.9% | -0.1% | i | 60.8 | 8.7%
> CCN1C(=O)[C@H]2[C@@H](c3ccc(C)cc3)N3C(=O)N(c4ccc(OC)cc4)C(=O)[C@@]3(C)[C@H]2C1=O
    . | 2.8% | . | . | 1.7% | . | -0.6% | i | 25.1 | .
> CC1=[N+]([O-])C(N2CCOCC2)C(O)(c2ccccc2)C1 (stereo not drawn)
    1.1 | 1.0% | 4.9% | 4.9% | 0.1% | 9.5% | 0.3% | i | 15.7 | 3.8%
> Cc1ccc(CNC(=O)CCOc2ccc(C(C)(C)C)cc2)cc1
    1.1 | 6.4% | 3.6% | -0.1% | 0.2% | -0.8% | 0.3% | i | 43.1 | 6.1%
> CCOCCCn1cnc2c3cc(F)ccc3n(C)c2c1=O
    . | 1.1% | . | 7.9% | -0.2% | . | -0.3% | i | 15.8 | -1.4%
> CC(C)C(=O)Nc1ncc(Cc2cccc(Cl)c2)s1
    1.2 | 11.6% | 11.6% | 9.4% | 0.5% | 10.6% | -0.3% | i | 28.0 | 11.4%
> CCOc1ccc(-n2nnc3c(=O)n(CC(=O)c4ccccc4)cnc32)cc1
    1.1 | 4.2% | 7.1% | . | -0.2% | 6.2% | -0.1% | i | 20.3 | .
> COc1ccc(C2SCC(=O)N2c2nc3ccccc3s2)cc1 (stereo not drawn)
    1.1 | ? | 29.5% | -0.1% | 0.3% | 22.1% | 0.2% | i | 32.1 | 9.9%
> CC(C)CC(c1nnnn1C(C)(C)C)N1CCN(Cc2ccccc2)CC1 (stereo not drawn)
    1.1 | 1.6% | -12.9% | 3.2% | -0.5% | -12.8% | -0.3% | i | 33.9 | -10.3%
> O=C(CSCc1ccc(Cl)cc1)Nc1cccc(C(=O)Nc2ccccc2C(=O)O)c1
    1.1 | 20.9% | 15.9% | 7.9% | -6.8% | 6.2% | 0.7% | i | 67.3 | 42.2%
> O=C(NCC1CCCO1)c1cccc(NC(=O)c2ccccc2)c1 (stereo not drawn)
    . | -0.4% | . | . | 0.1% | . | -0.6% | i | 24.6 | .

Exported as comma-separated lines: part of the list above.
Compound,TNAP activators,RSV CPE inhibition,human PMI inhibition,P. falciparum M1AAP,K1F lysis inhibition,PMI inhibition,West Nile virus CPE,T cell modulator,T cell modulator vesicle-bound %,M17LAP inhibition
O=C(CSCc1ccc(Cl)cc1)Nc1cccc(C(=O)Nc2ccccc2C(=O)O)c1,1.1,20.9%,15.9%,7.9%,-6.8%,6.2%,0.7%,i,67.3,42.2%
O=C(NCC1CCCO1)c1cccc(NC(=O)c2ccccc2)c1 (stereo not drawn),.,-0.4%,.,.,0.1%,.,-0.6%,i,24.6,.

Following part.
The line under a structure holds: TNAP activators | RSV CPE inhibition | human PMI inhibition | P. falciparum M1AAP | K1F lysis inhibition | PMI inhibition | West Nile virus CPE | T cell modulator | T cell modulator vesicle-bound % | M17LAP inhibition
> O=C(c1cc(COc2ccc(F)cc2Cl)on1)N1CCN(c2cnccn2)CC1
    . | ? | . | . | 0.0% | . | -1.1% | i | 26.4 | .
> COc1ccc(C(=O)NCC(=O)N2CCNC(=O)C2)cc1OC
    . | -0.2% | . | . | 0.1% | . | -0.4% | i | 48.5 | .
> Cc1c(C(=O)OCC(=O)NC(C)c2ccccc2)oc2ccccc12 (stereo not drawn)
    . | 0.7% | . | . | 0.0% | . | -0.5% | i | 21.8 | .
> Cc1nc2ccccc2c(=O)n1/N=C/c1ccncc1
    1.1 | 0.0% | 0.8% | 9.0% | 0.5% | -0.1% | 0.4% | i | 6.0 | 6.8%
> COC(=O)c1cccnc1NC(=S)NC1CCCCC1
    1.1 | 0.6% | -1.1% | 0.5% | 0.7% | -7.9% | 0.2% | i | 32.0 | -1.2%
> CCNC(=O)/C(C#N)=C/c1c(N(Cc2ccccc2)Cc2ccccc2)nc2ccccn2c1=O
    1.1 | ? | 22.5% | 7.5% | -1.4%[50 µM] | 12.8% | 0.8% | i | 12.1 | -0.5%
> FC(F)(F)c1ccc(NC(=S)NCc2ccccc2)cc1
    1.1 | 1.8% | 1.4% | 4.2% | 1.3% | -4.4% | -1.5% | i | 7.2 | -2.2%
> COc1ccc2nc(SCc3ccccc3C)nc(C)c2c1
    0.9 | 1.9% | 9.7% | 2.2% | 1.4% | 5.5% | -0.4% | i | 21.4 | -10.9%
> Cc1ccc(CC(=O)N2CCN(c3cccc(C(F)(F)F)c3)CC2)cc1
    1.1 | 1.9% | -0.6% | -2.4% | -1.0% | -1.4% | 1.2% | i | 31.8 | 2.7%
> Cc1cc(NC(=O)COC(=O)C2CCN(S(=O)(=O)c3cccc(Cl)c3Cl)CC2)no1
    1.1 | 1.1% | 18.3% | 8.2% | -0.4% | 11.9% | 0.6% | i | 13.3 | -5.1%
> COc1ccc(N=C2NC(=O)/C(=C/c3ccco3)S2)cc1
    . | 1.8% | . | 7.5% | -0.7% | . | 0.0% | i | 47.3 | 10.5%
> CCOc1ccc(NCC(=O)Nc2ccc(C)cc2C)cc1
    1.1 | 2.1% | 20.8% | 12.3% | -0.1% | 14.9% | -0.8% | i | 16.1 | 4.2%
> COC(=O)c1ccc(NC(=O)c2ccccc2N(C)S(=O)(=O)c2ccccc2)cc1
    1.1 | 1.7% | -8.2% | 9.1% | -0.2% | -6.9% | . | i | 37.4 | -1.7%
> O=C(NCC1CCCO1)C(c1cccnc1)N(C(=O)Cc1cccs1)c1cccnc1 (stereo not drawn)
    1.1 | -0.7% | -6.1% | -0.1% | -0.9% | -11.6% | 0.4% | i | 62.2 | 0.0%
> Cc1sc(NC(=O)CSc2nnc(COc3ccccc3)n2C)c(C#N)c1C
    1.1 | 0.3% | 17.7% | 1.0% | 0.2% | 12.4% | -0.1% | i | 36.9 | 3.6%

Given as tab-separated lines: 2 of the compounds above.
Structure	TNAP activators	RSV CPE inhibition	human PMI inhibition	P. falciparum M1AAP	K1F lysis inhibition	PMI inhibition	West Nile virus CPE	T cell modulator	T cell modulator vesicle-bound %	M17LAP inhibition
COC(=O)c1ccc(NC(=O)c2ccccc2N(C)S(=O)(=O)c2ccccc2)cc1	1.1	1.7%	-8.2%	9.1%	-0.2%	-6.9%	.	i	37.4	-1.7%
O=C(NCC1CCCO1)C(c1cccnc1)N(C(=O)Cc1cccs1)c1cccnc1 (stereo not drawn)	1.1	-0.7%	-6.1%	-0.1%	-0.9%	-11.6%	0.4%	i	62.2	0.0%
